# Compound activity deposited in PubChem BioAssay by National Center for Advancing Translational Sciences (NCATS).
# S2 tox = viability counter-screen for ATXN expression inhibitors. S2 cells (HEK-293 line with an ATXN2-luciferase reporter) viability, CellTiter-Fluor protease fluorescence, 24 h. Potency, µM (doses to about 56.7 µM), most hits filed as cytotoxic. actives 0.49% (n = 400,000). AID 651635; further: potency means the concentration at half of the fitted maximal effect; nearly all actives have a fitted effect of over 40% in size
# Nrf2 inh = blocks Nrf2 signaling; A549 ARE-Fluc reporter, luciferase luminescence, 18-24 h; Potency, µM (doses to about 46 µM), for inactives: at the top dose activity change, negative = inhibition, usual class: inhibitors; actives 2.1% (n = 360,000); further: potency means the concentration at half of the fitted maximal effect; on the % scale 0 is the no-effect control and ±100 the full control effect; nearly all actives have a fitted effect of over 60% in size
#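 Two sequential reads on A549 ARE_Fluc cells exposed to compound for 18-24 h: a CellTiter-Fluor fluorescence read for viability, then a luciferase luminescence read for Nrf2/ARE activity.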
# ATXN2 expr inh = reduces ATXN2 reporter expression in HEK-293 cells. HEK-293 ATXN2-luciferase reporter, luminescence, 24 h. Potency, µM (titrated, usually from 57 µM), without a hit: top-dose activity change, negative = inhibition, actives largely listed as inhibitors. actives 0.72% (n = 360,000); further: potency means the concentration at half of the fitted maximal effect; on the % scale 0 is the no-effect control and ±100 the full control effect; nearly all actives have a fitted effect of over 55% in size
#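 ATXN2-luciferase reporter cells (luciferase flanked by upstream and downstream ATXN2 gene portions) were treated 24 h at 37 °C with compounds at up to 57 uM. SteadyGlo luminescence gave expression; GF-AFC fluorescence gave viability.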
# EPAC2 ag = activates human EPAC2 exchange factor | Q8WZA2 | EPAC2 activation, biochemical qHTS; response scale: 100% = 6.5 mM cAMP response | Potency, µM (highest dose often 154 µM), for inactives: at the top dose activation, hits mostly activators | actives 0.079% (n = 360,000) | AID 720711; further: potency means the concentration at half of the fitted maximal effect; nearly all actives have a fitted effect of over 50% in size
# Target sequence (Q8WZA2 whole entry, looked up): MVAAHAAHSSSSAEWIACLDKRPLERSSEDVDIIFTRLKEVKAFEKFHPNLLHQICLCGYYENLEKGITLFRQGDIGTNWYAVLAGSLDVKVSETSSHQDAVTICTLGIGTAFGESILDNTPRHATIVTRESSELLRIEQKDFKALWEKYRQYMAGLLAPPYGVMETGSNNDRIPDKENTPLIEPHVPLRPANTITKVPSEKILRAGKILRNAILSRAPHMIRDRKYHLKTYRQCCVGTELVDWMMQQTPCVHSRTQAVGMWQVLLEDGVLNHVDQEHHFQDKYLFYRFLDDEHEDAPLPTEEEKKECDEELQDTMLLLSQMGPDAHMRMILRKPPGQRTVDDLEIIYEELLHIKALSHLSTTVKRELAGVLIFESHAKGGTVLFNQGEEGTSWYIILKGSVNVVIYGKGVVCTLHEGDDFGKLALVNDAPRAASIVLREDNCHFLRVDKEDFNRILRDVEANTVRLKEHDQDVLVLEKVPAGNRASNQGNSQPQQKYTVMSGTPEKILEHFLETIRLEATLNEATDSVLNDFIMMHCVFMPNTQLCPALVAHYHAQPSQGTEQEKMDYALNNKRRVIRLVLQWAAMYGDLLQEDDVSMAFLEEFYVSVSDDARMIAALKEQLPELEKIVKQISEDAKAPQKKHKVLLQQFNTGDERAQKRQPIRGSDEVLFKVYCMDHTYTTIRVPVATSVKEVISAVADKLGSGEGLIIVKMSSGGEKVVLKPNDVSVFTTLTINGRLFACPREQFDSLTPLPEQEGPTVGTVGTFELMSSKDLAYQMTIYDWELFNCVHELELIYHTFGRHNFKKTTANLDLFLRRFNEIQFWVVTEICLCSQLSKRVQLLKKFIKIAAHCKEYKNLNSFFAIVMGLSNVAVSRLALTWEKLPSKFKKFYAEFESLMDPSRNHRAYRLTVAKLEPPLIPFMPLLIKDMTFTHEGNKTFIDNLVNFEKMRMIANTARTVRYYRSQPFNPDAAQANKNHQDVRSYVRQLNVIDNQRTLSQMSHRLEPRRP
#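 Each well held 100 nM EPAC2, 250 nM RAP1B-BODIPY-GDP and 50 uM GDP. Fluorescence, read at 5-min intervals to 30 min, was referenced to a 6.5 mM cAMP positive control.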
# TGFb inhibitor = blocks TGF-b signaling | HepG2 CAGA-GFP TGF-b/SMAD3 reporter, GFP fluorescence, 18 h; TGF-beta stimulated, 500 pg/mL final | Potency, µM (doses to about 46.1 µM), inactives show top-dose activity, negative = inhibition, hits mostly inhibitors | actives 1.2% (n = 410,000) | AID 588855; further: potency means the concentration at half of the fitted maximal effect; on the % scale 0 is the no-effect control and ±100 the full control effect; nearly all actives have a fitted effect of over 65% in size
#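 Inhibition was scored as loss of TGF-beta-induced (500 pg/mL final, 18 hours, 37 degrees C) GFP in HEPG2 cells carrying a CAGA-GFP reporter, in DMEM with 1% FBS. Well GFP was summed per cell; Activity was normalised to unstimulated and stimulated DMSO wells, then concentration-response fitting.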
# IL-2 act = activates IL-2 in a cell-based reporter assay. IL-2 activation reporter assay, cell-based qHTS; stimulated with anti-CD3/CD4/CD28 beads; in transgenic mouse T cells. actives 0.065% (n = 360,000). activation, % (series mostly up to about 46 µM); in the data active means activation above about 50%; inconclusive means mostly about 30% to 49%; further: 0% is about no effect
#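 Unstimulated transgenic mouse T cells preincubated 60 min with compound, then stimulated with anti-CD3/anti-CD4-coated beads plus anti-CD28 for 18 h at 37 degrees C. IL-2 response read as EGFP and DsRed fluorescence by plate cytometry.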
# Nrf2 ARE act = Nrf2 pathway activation; AREc32 ARE-luciferase reporter (MCF7-derived line), luminescence, 24 h; Potency, µM (highest dose often 46.1 µM), for inactives: at the highest dose activation, usual class: activators; actives 0.31% (n = 410,000); AID 624171; further: potency means the concentration at half of the fitted maximal effect; % of control where 0% means no effect; nearly all actives have a fitted effect of over 65% in size
#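 Reporter line AREc32 (ARE-Fluc), seeded overnight in OPTI-MEM with 5% FBS; compound pin-transferred, 24 hr at 37 deg C, 5% CO2; luminescent read-out.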
# A549 tox = counter-screen for Nrf2 inhibitors: cytotoxicity in A549 cells | Potency, µM (top dose mostly 46 µM), for the others: at the highest dose activity change, negative = cytotoxicity, usual class: inhibitors | A549 ARE-Fluc cells, CellTiter-Fluor viability, 18-24 h | actives 0.16% (n = 390,000); further: potency means the concentration at half of the fitted maximal effect; on the % scale 0 is the no-effect control and ±100 the full control effect
#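 A549 ARE_Fluc cells in 5% FBS OPTI-MEM were exposed to compounds in concentration-response for 18-24 h at 37 deg C. Viability was read by CellTiter-Fluor fluorescence (Ex 405/Em 525) after 30 min, before the luciferase read.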
# HepG2 viability = kills HepG2 cells in TGF-b inhibitor counter-screen. HepG2 CAGA-GFP viability, ATP luminescence, 18 h. Potency, µM (highest dose often 46.1 µM), for inactives: at the top dose activity change, negative = cytotoxicity, usual class: cytotoxic. actives 0.76% (n = 410,000). AID 588856; further: potency means the concentration at half of the fitted maximal effect; some results filed as inactive show a strong effect at the top dose
#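 HepG2 CAGA-GFP cells (1000/well, DMEM with 1% FBS) received compound, then TGF-beta at 500 pg/mL final, and were incubated 18 hours at 37 degrees C. Viability was read by CellTiter-Glo luminescence. Media-only wells were set as complete cell-killing and DMSO as no toxicity.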
# The depositor's hits bear a star; i = inactive; ? = inconclusive; nt = not tested or not shown; [ ] = another dose, or the depositor's remark. Unless noted, the call rests on the fitted dose curve; in most records, active means well fitted curve in the direction sought with a large enough effect; inconclusive means small, poorly fitted or top-dose-only effect, or another doubt; inactive means no such curve, though single readings can be large; an effect the other way counts as inactive or inconclusive.
nr	smiles	EPAC2 ag	Nrf2 ARE act	IL-2 act	TGFb inhibitor	S2 tox	HepG2 viability	Nrf2 inh	ATXN2 expr inh	A549 tox
1	O=C1CC/C=C\C[C@@H](CC(=O)N(CCO)Cc2ccccc2)C(=O)N[C@H](Cc2ccccc2)CO1	9.2%	-0.3%	0.3	-10.5%	i	-18.3%	7.5%	-2.5%	1.0%
2	CCOC(=O)C(CC)(CCC(=O)O)c1csc(Nc2ccc(C)cc2)n1 (stereo not drawn)	-5.5%	-0.4%	-2.3	?	i	11.1%	8.0%	-19.0%	8.3%
3	Cc1cccc(C(=O)Nc2ncc(CN3CCOCC3)s2)c1	-1.0%	-0.3%	-0.3	-1.3%	i	0.4%	18.1%	13.2%	9.9%
4	CCOCCCNC(=O)C(c1ccc(C)cc1)N(Cc1ccc2c(c1)OCO2)C(=O)CNC(C)=O (stereo not drawn)	4.2%	-0.6%	3.6	1.4%	i	-20.6%	-3.4%	-18.5%	-1.4%
5	Cc1ccc(C(=O)NCC(=O)OC(C)C(=O)Nc2ccc(N(C)C)cc2)s1 (stereo not drawn)	2.6%	0.5%	-1.3	?	i	-22.5%	0.2%	nt	-14.0%
6	CC(=O)c1cc2c(cc1NC(=O)C1CN(C(C)=O)c3ccccc3O1)OCO2 (stereo not drawn)	-14.9%	5.8%	1.5	?	i	1.7%	?	2.7%	-9.0%
7	COc1cc2c(C#CCO)c(-c3ccc(C#N)cc3)oc(=O)c2cc1OC	0.0%	2.5%	-1.9	-16.3%	i	-21.8%	0.0%	-6.1%	13.6%
8	Cc1[nH]c2ccccc2c1/C=N/NC(=O)C1CC1(c1ccccc1)c1ccccc1 (stereo not drawn)	-0.3%	-0.1%	0.0	?	?	-92.9%	?	-35.7%	-25.3%
9	CCOc1ccc(/C=C2\SC(=S)N(CCC(=O)N(CCO)c3ccccc3)C2=O)cc1	4.7%	3.0%[9.22 µM]	1.5	?	?	-5.5%	?	-36.9%	-13.8%
10	CCS(=O)(=O)N1CCc2cc(C(=O)NC(C)c3ccccc3)ccc21 (stereo not drawn)	nt	-1.0%	nt	?	i	-10.5%	-17.3%	-4.8%	-1.3%
11	COC(=O)CSc1nnc(-c2ccccc2O)n1-c1ccc(C)cc1	0.7%	0.2%	1.1	-1.7%	i	-2.8%	3.5%	-6.7%	2.9%
12	CCN(C(=O)COC(=O)c1ccc2ccccc2n1)c1c(N)n(Cc2ccccc2)c(=O)[nH]c1=O	0.1%	0.3%	-4.4	-4.5%	i	1.9%	14.0%	4.8%	-7.5%
13	COc1ccc(S(=O)(=O)N(CCc2ccccc2)CC(=O)O)cc1OC	6.4%	-0.7%	-1.0	-2.0%	?	-7.8%	12.4%	-5.2%	-5.6%
14	Cc1ccc(S(=O)(=O)Nc2nc3ccccc3nc2NCc2ccco2)cc1	5.8%	22.4µM*	-0.8	-7.1%	i	-33.3%	?	142.0%[activator]	-4.1%
15	C[C@@H]1COC(=O)CCC/C=C\C[C@@H](CC(=O)N(CCO)Cc2ccccc2)C(=O)N1	1.7%	0.0%	-0.6	0.3%	i	2.4%	8.5%	0.3%	0.8%
16	CC(=O)Oc1ccc2cc(-c3nc4c(s3)CCc3ccccc3-4)c(=O)oc2c1	nt	nt	nt	169.2%[activator]	nt	-1.5%	-7.4%	nt	?
17	Cc1ccccc1-c1nc(-c2cccnc2)no1	-6.8%	12.6µM*	0.2	-0.1%	i	-15.4%	?	87.5%[activator]	-4.9%
18	CN(CC(=O)Nc1ccc(F)c(F)c1F)C(=O)CCc1nc2sc3c(c2c(=O)[nH]1)CCCC3	-2.1%	-0.4%	0.3	5.1%	?	0.8%	-22.7%	?	-3.9%
19	CC1CCN(c2ccc(-c3cccc(NC(=O)C(F)(F)F)c3)nn2)CC1	-3.9%	-2.5%	-2.1	2.3%	i	20µM*	?	?	-5.1%
20	Cn1c(N)c(C(=O)Nc2ccc(-c3ccccc3)cc2)sc1=S	17.6%	1.1%	-0.1	?	i	-12.4%	-23.0%	?	-1.9%
21	CCN(CC)CCN(C(=O)c1ccc2c(c1)CCCC2)c1nc2ccc(C)cc2s1	2.9%	-0.3%	-4.4	-26.6%	i	-35.6%	21.3%	-11.3%	-10.2%
22	O=C1NC(CCc2ccccc2)C(=O)N1Cc1ccccc1Cl (stereo not drawn)	-7.8%	-0.7%	-1.5	-4.0%	i	13.6%	-0.8%	-8.3%	-4.7%
23	COc1cccc(COC(=O)Nc2ccccc2)c1OC	-0.9%	0.6%	-0.8	-1.7%	i	-0.1%	nt	23.3%	nt
24	CCCOc1ccc(N2C(=O)CC(N3CCC(C(=O)OCC)CC3)C2=O)cc1 (stereo not drawn)	0.5%	1.8%	1.0	4.2%	i	-2.4%	-12.9%	3.1%	-6.7%[1.84 µM]
25	O=C(CCNS(=O)(=O)c1ccc(F)c(Cl)c1)NCc1ccccc1F	4.6%	-0.3%	2.8	-3.2%	?	7.2%	5.0%	4.2%	0.1%

# Four entries from above, field by field:
2	CCOC(=O)C(CC)(CCC(=O)O)c1csc(Nc2ccc(C)cc2)n1 (stereo not drawn)
  EPAC2 ag = -5.5%	Nrf2 ARE act = -0.4%	IL-2 act = -2.3	TGFb inhibitor = ?	S2 tox = i	HepG2 viability = 11.1%	Nrf2 inh = 8.0%	ATXN2 expr inh = -19.0%	A549 tox = 8.3%

3	Cc1cccc(C(=O)Nc2ncc(CN3CCOCC3)s2)c1
  EPAC2 ag = -1.0%	Nrf2 ARE act = -0.3%	IL-2 act = -0.3	TGFb inhibitor = -1.3%	S2 tox = i	HepG2 viability = 0.4%	Nrf2 inh = 18.1%	ATXN2 expr inh = 13.2%	A549 tox = 9.9%

4	CCOCCCNC(=O)C(c1ccc(C)cc1)N(Cc1ccc2c(c1)OCO2)C(=O)CNC(C)=O (stereo not drawn)
  EPAC2 ag = 4.2%	Nrf2 ARE act = -0.6%	IL-2 act = 3.6	TGFb inhibitor = 1.4%	S2 tox = i	HepG2 viability = -20.6%	Nrf2 inh = -3.4%	ATXN2 expr inh = -18.5%	A549 tox = -1.4%

5	Cc1ccc(C(=O)NCC(=O)OC(C)C(=O)Nc2ccc(N(C)C)cc2)s1 (stereo not drawn)
  EPAC2 ag = 2.6%	Nrf2 ARE act = 0.5%	IL-2 act = -1.3	TGFb inhibitor = ?	S2 tox = i	HepG2 viability = -22.5%	Nrf2 inh = 0.2%	ATXN2 expr inh = nt	A549 tox = -14.0%

# Next section.
nr	smiles	EPAC2 ag	Nrf2 ARE act	IL-2 act	TGFb inhibitor	S2 tox	HepG2 viability	Nrf2 inh	ATXN2 expr inh	A549 tox
26	CC(Sc1nnnn1C)C(=O)NC1CCCC1 (stereo not drawn)	1.5%	0.2%	-0.5	4.9%	i	6.0%	0.3%	5.3%	-7.8%
27	Cc1cc(-c2cc(-c3ccc(Cl)cc3)on2)nc(NCC2CC2)n1	0.9%	-1.0%	-2.2	17.0%	i	17.9%	27.9%	5.1%	-4.2%
28	O=C(NCCCCc1ccccc1)c1cccc(NC(=O)c2ccccc2)c1	-1.5%	-0.9%	-0.6	-9.2%	i	-25.7%	-19.1%	-11.4%	-7.0%
29	COc1ccc(OCc2nc(N)nc(Nc3cccc(C)c3C)n2)cc1	-9.7%	0.2%	0.5	20.4%	i	0.6%	19.1%	2.8%	-0.3%
30	O=C(Cn1cc([N+](=O)[O-])cn1)N1CCCc2ccccc21	10.2%	0.0%	-0.6	?	i	-0.4%	11.6%	-5.3%	7.0%
31	CC(C)[C@H](NC(=O)c1ccc(Br)cc1)C(=O)NC1CCCCC1	8.7%	2.9%	0.7	8.8%	i	7.9%	21.0%	130.4%[activator]	-1.4%
32	Cc1ccc(Cl)cc1NC(=O)COC(=O)CC(C)(C)C	-4.1%	25.0%	-0.1	-2.2%	i	-35.4%	10.4%	-14.4%	-16.2%
33	CCCn1c(SC(C)C(=O)N2CCOCC2)nc2ccc(Br)cc2c1=O (stereo not drawn)	4.3%	-0.7%	-3.9	7.1%	i	1.5%	-4.7%	-8.0%	0.2%
34	C=C[C@@](C)(O)CC[C@@H]1[C@@]2(C)CCCC(C)(C)[C@@H]2CC[C@@]1(C)O	-2.7%	-1.4%	0.8	?	?	-50.0%	-19.8%	?	-2.2%
35	CCOC(=O)Cn1c(C)c(Br)c(COC)c(C#N)c1=O	6.4%	-0.8%	-0.4	1.9%	i	-1.7%	-24.2%	26.2%	2.0%
36	Cc1ccc(C(=O)N2CCN(C(=O)c3ccc(C)cc3)C2)cc1	-5.1%	-0.2%	1.7	-2.0%	i	-7.0%	11.0%	-0.8%	6.1%
37	COc1cccc(N/C(SCc2ccccc2C)=C(/C#N)C(=O)NCc2cccs2)c1	3.8%	2.2%	-0.1	-8.3%	i	5.3%	?	2.4%	1.2%
38	C#CCNC(=O)/C=C/c1ccc(C)cc1	9.8%	-0.8%	-0.3	9.5%	i	-3.7%	5.3%	1.4%	-4.3%
39	Cc1ccc(C2CN(CCC(N)=O)C(=O)CO2)cc1 (stereo not drawn)	5.3%	0.2%	-0.8	-6.0%	i	-0.3%	14.3%	9.1%	-0.3%

# Whole records from above. Values in the order: EPAC2 ag	Nrf2 ARE act	IL-2 act	TGFb inhibitor	S2 tox	HepG2 viability	Nrf2 inh	ATXN2 expr inh	A549 tox
# Cc1ccccc1-c1nc(-c2cccnc2)no1 across the screens: -6.8%	12.6µM*	0.2	-0.1%	i	-15.4%	?	87.5%[activator]	-4.9%
# Cn1c(N)c(C(=O)Nc2ccc(-c3ccccc3)cc2)sc1=S across the screens: 17.6%	1.1%	-0.1	?	i	-12.4%	-23.0%	?	-1.9%
